GLD-1 RNA inh: GLD-1/TGE RNA complex disruptors, primary screen, biochemical, fluorescence polarization; Female germline-specific tumor suppressor gld-1 (Caenorhabditis elegans), Q17339; AID 2280, 2010; inhibition, % at 5.96 µM; purified GLD-1 + fluorescein TGE RNA; 0.44% of 320,000 active;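 active means percent inhibition above a per-plate cutoff, the plate mean of test compounds plus 3 SD, cut at about 30% in these data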;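 further: 0% = DMSO wells with GLD-1 and probe and 100% = wells lacking GLD-1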
PME-1 inh: PME-1 inhibitors via competitive probe labeling, primary screen, biochemical, fluorescence polarization, FP-Rh probe, HTS; Protein phosphatase methylesterase 1 (Homo sapiens), Q9Y570; recombinant PME-1; inhibition, % at 5.9 µM; 0.53% of 320,000 active; AID 2130, 2009;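 active means inhibition above the campaign mean of all compounds plus 3 SD, cut at about 26% in these data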;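 further: competitive labeling of PME-1 active site by serine hydrolase directed probe; 0% = PME-1 with DMSO and 100% = wells lacking PME-1 enzyme; inhibitors block probe labeling so polarization falls and inhibition rises; many of its hits are not listed in these tables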
MEX-5 binding: MEX-5 zinc finger RNA-binding disruptors – biochemical, C. elegans, fluorescence polarization, MLPCN library, primary screen | activity score (negative = inhibition of binding), % at 10 µM | AID 1832, 2009 | 0.38% of 300,000 active | Zinc finger protein mex-5 (Caenorhabditis elegans), Q9XUB2 | MEX-5/FITC-TCR2 RNA binding; active compounds read low;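 active means inhibition past about -25% in most replicates, and total fluorescence under double the plate's negative control median, limit read from the data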;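 further: 0% = DMSO and -100% = 5 µM competing unlabeled TCR2 RNA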
pPAFAH FP inh: pPAFAH enzyme inhibitors, primary screen, biochemical, fluorescence polarization, human | 1.5% of 330,000 active | inhibition, % at 3.39 µM | Platelet-activating factor acetylhydrolase (Homo sapiens), Q13093 | AID 463082, 2010 | recombinant pPAFAH, FP-rhodamine probe fluorescence polarization;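 active means inhibition above the mean inhibition across the screen plus 3 SD, cut at about 25% in these data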;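 further: inhibitors block binding of the rhodamine activity-based probe so polarization drops; 0% = enzyme with DMSO and 100% = wells lacking pPAFAH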
Target sequence (Q13093 whole entry, looked up): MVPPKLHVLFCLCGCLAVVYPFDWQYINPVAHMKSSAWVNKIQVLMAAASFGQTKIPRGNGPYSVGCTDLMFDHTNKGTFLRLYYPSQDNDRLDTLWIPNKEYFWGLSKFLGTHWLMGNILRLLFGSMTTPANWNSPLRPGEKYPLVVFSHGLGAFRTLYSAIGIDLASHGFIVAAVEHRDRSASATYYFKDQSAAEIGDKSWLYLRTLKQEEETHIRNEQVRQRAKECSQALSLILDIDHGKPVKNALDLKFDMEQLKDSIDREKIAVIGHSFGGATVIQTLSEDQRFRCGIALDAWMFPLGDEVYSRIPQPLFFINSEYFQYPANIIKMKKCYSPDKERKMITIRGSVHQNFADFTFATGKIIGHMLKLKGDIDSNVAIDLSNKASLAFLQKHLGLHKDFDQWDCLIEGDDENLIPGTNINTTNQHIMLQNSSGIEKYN
MCL1-BIM inh: inhibitors of MCL1 binding to BIM-BH3, primary screen, biochemical, fluorescence polarization | 0.68% of 320,000 active | Induced myeloid leukemia cell differentiation protein Mcl-1 (Homo sapiens), Q07820 | inhibition, % at 10.9 µM | GST-MCL1 / FITC-Bim-BH3 fluorescence polarization;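 active means inhibition above the mean inhibition of all tested compounds plus 3 SD, set per campaign, cut at about 40% in these data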;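 further: 0% = DMSO wells and 100% = unlabeled Bim-BH3 peptide control; higher means more loss of mP so more displacement of Bim peptide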
Target sequence (Q07820 whole entry, looked up): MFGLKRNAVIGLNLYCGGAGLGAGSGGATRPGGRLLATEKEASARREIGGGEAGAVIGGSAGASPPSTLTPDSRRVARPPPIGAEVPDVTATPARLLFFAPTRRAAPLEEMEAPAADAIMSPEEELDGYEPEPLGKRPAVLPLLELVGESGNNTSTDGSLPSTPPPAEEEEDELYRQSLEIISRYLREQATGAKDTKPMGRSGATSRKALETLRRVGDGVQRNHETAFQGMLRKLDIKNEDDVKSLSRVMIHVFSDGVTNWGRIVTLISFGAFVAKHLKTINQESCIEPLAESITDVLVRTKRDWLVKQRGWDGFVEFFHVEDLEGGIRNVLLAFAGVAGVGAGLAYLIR
PAFAH1B2 FP inh: PAFAH1B2 enzyme inhibitors, primary screen, biochemical, fluorescence polarization, human; Platelet-activating factor acetylhydrolase IB subunit alpha2 (Homo sapiens), P68402; recombinant PAFAH1B2, FP-rhodamine activity probe; inhibition, % at 3.39 µM; 1.2% of 340,000 active; AID 492953, 2010;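 active means inhibition above the mean of all tested compounds plus 3 SD, cut at about 24% in these data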;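 further: 0% = enzyme with DMSO and 100% = wells lacking PAFAH1B2; many of its hits are not listed in these tables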
Bcl-xL primary: inhibitors of human Bcl-xL, primary screen, biochemical, fluorescence polarization, HTS. GST-Bcl-xL / FITC-Bim BH3 peptide fluorescence polarization. inhibition, % at 10.9 µM. AID 2129, 2009. 0.7% of 320,000 active;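 active means inhibition above the mean of all tested compounds plus 3 SD, cutoff set per campaign, cut at about 30% in these data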;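 further: 0% = DMSO wells and 100% = unlabeled Bim-BH3 peptide competitor; inhibitors lower millipolarization by displacing the labeled peptide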
Target sequence (Q07817 whole entry, looked up): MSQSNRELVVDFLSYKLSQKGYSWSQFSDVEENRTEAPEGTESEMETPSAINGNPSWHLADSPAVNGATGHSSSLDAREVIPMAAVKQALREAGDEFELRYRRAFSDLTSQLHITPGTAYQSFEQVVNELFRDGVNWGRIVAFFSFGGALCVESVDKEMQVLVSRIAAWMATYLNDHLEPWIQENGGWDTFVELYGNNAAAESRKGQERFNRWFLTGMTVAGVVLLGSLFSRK
Fam108B inh: mouse Fam108B serine hydrolase inhibitors, primary screen, counter-screen for RBBP9 inhibitor project, biochemical, fluorescence polarization | recombinant Fam108B, FP-Rh probe fluorescence polarization | inhibition, % at 9.51 µM | 0.33% of 300,000 active | AID 1947, 2009;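 active means inhibition above the screen mean inhibition plus 3 SD, computed separately per campaign, cut at about 18% in these data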;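 further: inhibitors lower polarization as less probe binds the enzyme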
AHR act: AHR activators, primary screen, cell-based, luminescence, luciferase reporter, human | Aryl hydrocarbon receptor (Homo sapiens), P35869 | AHR-responsive luciferase reporter cells | activation, % at 5 µM | 2.5% of 320,000 active; in the data active means activation above about 47%;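 further: 0% = vehicle wells and 100% = reference agonist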
* marks the source's active call; other numbers are inactive results; x = no result given.

SMILES	GLD-1 RNA inh	PME-1 inh	MEX-5 binding	pPAFAH FP inh	MCL1-BIM inh	PAFAH1B2 FP inh	Bcl-xL primary	Fam108B inh	AHR act
CCn1ccnc1CNC(=O)C1CCC(=O)N(Cc2cccc(C(F)(F)F)c2)C1 (configuration not stated)	4	0	1.5	3	-5	2	-1	-1	0
COc1ccc(CCN(Cc2cccs2)S(=O)(=O)c2ccc(-n3cnnn3)c(OC)c2)cc1OC	2	6	-0.7	0	0	0	-2	1	2
Cc1ccc(Cl)cc1NC(=O)C1COc2ccccc2O1 (configuration not stated)	-5	-3	1.2	-5	0	1	5	-2	-1
C#CCOc1c(Cl)cc(/C=C2/C(=O)ON=C2C)cc1OC	4	-5	-1.0	3	4	-4	4	-2	3
COc1ccc(OCC(=O)N/N=C/c2cccc3cccnc23)cc1	1	-5	2.4	5	2	-1	2	3	8
O=C(/C=C/c1cccc([N+](=O)[O-])c1)OCC(=O)c1ccccc1	-3	-4	0.1	-6	3	6	2	-5	10
O=C(NCc1ccc(-c2nc3ccccc3s2)cc1)c1ccc(Br)o1	0	-3	-4.1	1	-1	-1	6	-2	-3
Cn1cnc(S(=O)(=O)N2CCN(c3ccc(F)cc3)CC2)c1	5	-1	-1.0	4	3	x	0	2	-1
COc1ccc(NC(=O)CN2CCN(CC(=O)Nc3ccccc3F)CC2)cc1OC	7	-5	-1.5	6	-4	2	5	3	5
Cc1snc2sc(C(=O)c3ccc(Br)cc3)c(N)c12	-6	-1	-18	9	6	6	5	-2	-4

Rewritten as a markdown table: part of the list above
| SMILES | GLD-1 RNA inh | PME-1 inh | MEX-5 binding | pPAFAH FP inh | MCL1-BIM inh | PAFAH1B2 FP inh | Bcl-xL primary | Fam108B inh | AHR act |
| --- | --- | --- | --- | --- | --- | --- | --- | --- | --- |
| O=C(/C=C/c1cccc([N+](=O)[O-])c1)OCC(=O)c1ccccc1 | -3 | -4 | 0.1 | -6 | 3 | 6 | 2 | -5 | 10 |
| O=C(NCc1ccc(-c2nc3ccccc3s2)cc1)c1ccc(Br)o1 | 0 | -3 | -4.1 | 1 | -1 | -1 | 6 | -2 | -3 |

Continuation.
SMILES	GLD-1 RNA inh	PME-1 inh	MEX-5 binding	pPAFAH FP inh	MCL1-BIM inh	PAFAH1B2 FP inh	Bcl-xL primary	Fam108B inh	AHR act
COC(=O)c1c[nH]c(=O)c2ccccc12	0	0	1.8	3	5	7	1	-3	-1
O=C(Nc1nc2ccccc2[nH]1)C1CC(=O)N(c2ccc3c(c2)OCCO3)C1 (configuration not stated)	4	-5	1.0	2	-15	2	-4	6	11
COC(=O)C1CCN(C(=O)CN2C(=O)c3ccccc3S2(=O)=O)CC1	6	2	0.9	1	0	0	1	-2	1
Cc1ccnc2nc(C(=O)N3CCN(c4ccc(F)cc4)CC3)nn12	-9	0	-1.3	8	0	4	6	0	5
Cc1nc2ccc(C(=O)O)cc2c2c1CC(CN)O2 (configuration not stated)	1	-2	-2.8	1	8	3	6	-4	0
Cc1cc2nc(-c3ccc(=O)[nH]c3)n(Cc3ccccc3)c2cc1C	-3	-6	2.5	2	4	3	0	2	79*
Cc1ccc(C)c(N2CCN(C(=O)CCS(=O)(=O)c3ccc4c(c3)oc(=O)n4C)CC2)c1	2	1	1.6	2	8	2	6	-6	1
CCC(=O)NCCc1nc(-c2ccccc2)no1	5	4	0.2	1	9	-6	4	2	6
Cc1ccc(N(C)S(=O)(=O)c2ccc(-c3cc(C)no3)s2)cc1	4	-7	2.3	6	-3	2	8	0	0
Cc1cc(C)cc(NS(=O)(=O)c2ccc(NC(=O)C3CCCCC3C(=O)O)cc2)c1 (configuration not stated)	1	5	-2.9	28*	-1	-1	1	2	4
Cc1ccc(S(=O)(=O)c2nc(C)c3c(n2)CCC3)cc1	1	3	0.3	-1	0	5	3	3	0
CSc1c(-c2ccccc2)nc2ccc(Cl)cc2c1C(=O)O	4	-2	-1.1	2	5	0	7	6	-1
CN(C)c1ccc(C(=S)N2CCOCC2)cc1Br	6	-2	3.8	2	1	2	1	-3	4
COc1cc(/C=C2\CCn3c2nc2cc(C(=O)O)ccc2c3=O)ccc1OC(F)F	6	-6	0.5	-2	-10	2	2	0	15
CCCCN(C(=O)CC1CCCC1)c1c(N)n(CC(C)C)c(=O)[nH]c1=O	5	2	1.6	5	-11	1	-4	7	3
COCCOC(=O)c1c(N)n(CCCN2CCOCC2)c2nc3ccccc3nc12	-2	7	-2.6	-1	7	2	6	1	5
O=C(c1ccc(-c2ccccc2Cl)o1)N1CCN(c2ccccc2O)CC1	-6	5	-2.0	20	5	-1	7	-2	16
C=CCC(=O)N1CCCC(CO)(Cc2ccc(F)cc2F)C1 (configuration not stated)	-3	-1	2.1	1	-2	6	2	4	-1
CCc1cc(CNC(=O)c2ccc(OC3CCN(C(C)=O)CC3)c(OC)c2)on1	3	1	0.8	1	5	6	0	5	0
Cc1sc2nc(COC(=O)c3ccc(O)cc3)[nH]c(=O)c2c1C	-4	-4	2.6	3	-10	-6	-6	-3	11
O=c1c2ccccc2oc2cc(-c3ccc(CN4CCOCC4)cc3)ccc12	11	-51	x	9	0	2	9	x	-7
Cc1cc(C)cc(OCCCC(=O)O)c1	-13	-1	1.0	5	-11	0	8	-2	7
COc1cccc2c(=S)c(CCC(C)=O)c(C)[nH]c12	-2	1	-1.5	1	9	-1	8	-1	5
COC(=O)c1ccccc1S(=O)(=O)N(CCCN1CCOCC1)Cc1cccs1	2	-3	-2.8	2	-6	2	1	-1	1
C=CCOc1ccc(/C=C/C(=O)OCC(=O)NCCc2ccccc2)cc1	4	16	-1.6	6	5	-2	2	0	-1
COc1ccc(-n2c(COc3ccc4c(c3)OCO4)nnc2SCC(=O)O)cc1	-2	1	0.0	-2	-6	7	-4	3	3
Cc1cccc(OCC(=O)NCCCNC(=O)c2cccnc2)c1	6	-2	0.9	2	2	3	2	0	4
COc1ccc2nc(SCC(N)=O)[nH]c2c1	0	0	0.3	2	-6	3	0	6	3
CSc1ccc(/C=N/NC(=O)CNc2cccc3ccccc23)cc1	-5	3	-0.4	11	4	-1	-1	2	26
CC(C)SC1=NC(C)(C)C=C(/C=C/c2c(Cl)cccc2Cl)N1	-1	-4	1.7	3	-5	-1	-3	0	8
CCn1cc(Br)c(C(=O)Nc2ccc(F)c(Cl)c2)n1	2	8	1.3	1	9	3	7	-2	51*
COc1ccc(NS(=O)(=O)c2cccc(C(=O)NNC(=O)c3ccccc3O)c2)cc1	2	-4	-8.6	15	8	1	12	1	11
CCOC(=O)N1CCN(C(=O)CSc2ncccn2)CC1	0	-10	2.6	-7	-7	3	-1	-5	-2
Cc1ccc(C(=O)NCCNC(=O)CN2CCCC2)cc1	11	0	-0.1	-1	-2	0	-3	0	-1
CCOC(=O)/C(=N\Nc1ccccc1)c1csc(Nc2ccc(C)cc2)n1	13	7	-1.1	2	0	4	-1	16	19
CCn1c(CNC(=O)c2ccc(Cl)cc2)nnc1SCC(=O)NC1=NCCS1	-1	4	1.6	5	-2	10	3	0	-1
O=C(Nc1ccc2c(c1)oc1ccccc12)c1cccnc1	1	-7	0.2	1	10	-7	8	-6	4
O=C(c1ccc(C(F)(F)F)cc1)C1CCCN(C(=O)Cn2cnnn2)C1 (configuration not stated)	1	-5	-0.2	1	-2	2	4	6	1
O=C(c1ccc2c(=O)n(C3CCCC3)c(=S)[nH]c2c1)N1CCc2ccccc21	-2	1	-1.6	0	2	2	2	1	4
CC(C)c1[nH]nc2c1C(c1ccc(OC(=O)c3ccco3)cc1)C(C#N)=C(N)O2 (configuration not stated)	-2	3	1.3	4	3	12	6	3	4
C=CC[C@H](CC(=O)NCCO)C(=O)N[C@@H](COC(=O)[C@@H](CC=C)Cc1ccc(F)cc1)Cc1ccccc1	3	x	x	-1	x	2	x	x	0
CC(=O)c1cnn(-c2cc(Oc3cccc(C)c3)ncn2)c1C	-2	5	0.2	2	-3	7	-5	1	-1
Cc1ccccc1OCc1nc2ccccc2c(=O)n1/N=C/c1cn[nH]c1-c1ccccc1	4	-51	1.7	-6	4	-4	2	-12	18
CC(c1ccccn1)N(CCN(C)C)C(=S)Nc1ccccc1F (configuration not stated)	4	-4	1.0	-3	3	3	3	1	0
Cn1c(CN2CCOCC2)nnc1SCC(=O)NC1CCCCC1	1	-4	3.0	3	3	8	5	-1	-1
Cc1cc(NC(=O)CSc2nnc(-c3c[nH]c4ccccc34)n2C)no1	4	4	-3.9	5	-5	2	-4	-8	2
O=C(CN(Cc1ccccc1)C(=O)CCC(=O)Nc1nccs1)NCc1ccc(F)cc1	-6	2	1.6	6	4	0	1	-1	1
CCOc1cc(N2CCOCC2)c(OCC)cc1NC(=O)c1cccc(N(C)C)c1	-1	5	-1.0	7	9	5	4	5	-5
O=C(Nc1ccc(Cl)cc1)N(C1=NCCC1)c1ccc(OC(F)F)cc1	2	-4	0.8	5	7	15	5	-10	2
C/C(=N\Nc1nc2ccccc2[nH]1)c1cc2ccccc2o1	2	15	5.5	12	-5	0	-1	14	54*

(continued)
SMILES	GLD-1 RNA inh	PME-1 inh	MEX-5 binding	pPAFAH FP inh	MCL1-BIM inh	PAFAH1B2 FP inh	Bcl-xL primary	Fam108B inh	AHR act
O=C(c1cncc(Br)c1)N1CCN(S(=O)(=O)c2ccccc2)CC1	-3	0	-0.3	2	-24	1	-5	2	4
CN(c1ccc(C(=O)Nc2ccccn2)cc1)S(=O)(=O)c1ccccc1	3	-3	-0.8	1	-1	1	3	1	13
Cc1c(C)c2ccc(OCC(=O)Nc3ccc(N4CCC(C)CC4)cc3)cc2oc1=O	3	7	-1.1	8	-3	2	0	0	-1
O=C(NC1CCCC1)C1CC(=O)N(CCc2ccccc2)C1 (configuration not stated)	4	1	1.2	3	0	1	4	0	-2
O=C1c2ccccc2C(=O)N1CCC#Cc1ccc2cc(C3(O)CCCCC3)oc(=O)c2c1	0	3	x	1	0	-5	2	x	-6
CCN(C[C@H]1N[C@@](CC)(C(=O)OC)[C@H]2C(=O)N(C)C(=O)[C@@H]12)C(=O)C1CCCCC1	1	x	x	2	x	4	x	x	-1
Cc1cccc(C(=O)N(c2ccccn2)C(C)c2ccco2)c1 (configuration not stated)	-1	-5	-3.0	-4	-4	4	-2	0	4
O=C(Nc1ccc2c(c1)OCO2)Nc1ccc(Br)cn1	3	8	-1.5	-9	-6	0	-7	-2	0
COc1ccc(-c2nc(O)c3cnccn23)cc1	-2	-5	-2.6	0	4	-6	-1	-1	8
CCOc1c2ccccc2nn1CCO	9	-5	x	-2	-1	-1	0	-3	4
O=C1S/C(=C\c2ccccn2)C(=O)N1Cc1ccccc1F	3	-3	-1.8	8	-4	0	4	0	1
CCN(c1ccccc1)S(=O)(=O)c1c[nH]c2ccc([N+](=O)[O-])cc12	8	6	2.5	7	-4	9	3	3	2
Cc1[nH]c2ccccc2c1C(c1ccncc1)N1CCN(c2ccccn2)CC1 (configuration not stated)	1	1	-1.3	3	4	2	1	-1	2

Bioassay records from PubChem.

Only part of the results is shown; count on the stated rates, not on these rows.
